S3 lipid droplet: qHTS Assay for Lipid Storage Modulators in Drosophila S3 Cells; lipid storage change, negative = inhibition, % at the top dose, mostly 46.1 µM; hits show Potency in µM; AID 2685; Drosophila S3 cells, BODIPY lipid droplet fluorescence, 18-24 h; cells fed with added oleic acid; hit rate 0.64% among 320,000; active means well fitted inhibition curve with a large enough effect in the signal ratio, with a control signal flat, not every such curve was filed as active; inconclusive means small, poorly fitted or top-dose-only effect, or effect the other way, or a change in a side signal; the % refers to the signal ratio
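Drosophila S3 cells loaded with oleic acid (400 uM, as added) and compounds at several concentrations; lipid droplets imaged by 488-nm laser-scanning cytometry, 500–530 nm intensity and object ratio to cell channel. Percent activity normalized to 20 uM Triacsin C.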
S3 lipid droplet cell count max: second read-out of S3 lipid droplet, no call of its own (marks repeat the call); cell number change, %; measured here: cell count max response;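 cells counted by Cell Tracker Red CMTPX staining in the red channel; peak over a dose series mostly up to 46.1 µM; percent activity relative to internal control wells on each plate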
The depositor's hits bear a star; i = inactive; ? = inconclusive; . = no result given. On the % scale 0 is the no-effect control and ±100 the full control effect; potency means the concentration at half of the fitted maximal effect. These rows are one share of the data, so the mix of outcomes need not match the whole.

mol | S3 lipid droplet | S3 lipid droplet cell count max
Cc1ccc2nc(SCC(=O)c3ccc(Cl)cc3)nc(=O)n2c1 | ? | .
CCc1ccccc1N1C(=O)C(Cl)=C(N2CCOCC2)C1=O | i | -8.8
N/C(=N\OCc1ccccc1)c1nonc1N | -14.1% | -13.5
Cc1ccc(C)c(COC(=O)CCN=C2NS(=O)(=O)c3ccccc32)c1 | ? | .
O=C(Nc1ccccc1C(=O)Nc1cccnc1)c1ccccc1 | ? | .
O=C(CN1CCOCC1)N/N=C/c1cccc2ccccc12 | i | 27.4
Cc1cc(C)cc(OCC(=O)Nc2ccncc2)c1 | ? | .
O=C(O)C/C(=C\c1ccc(Cl)cc1)c1nc2ccccc2o1 | ? | .
COC(=O)CNC(=O)c1cc(-c2ccncc2)nc2c(C)c(Cl)ccc12 | -20.9% | -21.8
O=C1C(C2=C(O)c3ccccc3C2=O)=Nc2ccccc21 | ? | .
COc1ccc(C2CC(=O)N3CN(c4ccc(C)c(Cl)c4)CSC3=C2C#N)cc1OC (stereo not drawn) | -0.8% | 3.8
O=C(Cc1ccccc1)c1c[nH]c(C(=O)NC2CCCC2)c1 | ? | .
Cc1ccc(-n2[nH]c(C)c(C=Nc3ccc(S(=O)(=O)N4CCOCC4)cc3)c2=O)c(C)c1 | 9.4% | 7.5
COC(=O)c1ccccc1NC(=O)CSc1nc2ncccc2[nH]1 | 7.3% | 16.8
COCCN(C(=O)COC(=O)Cc1coc2cc(C)ccc12)c1c(N)n(Cc2ccccc2)c(=O)[nH]c1=O | ? | .
O=C(O)COc1ccccc1/C=N/NC(=O)c1cc(-c2ccccc2)nc2ccccc12 | 24.8% | 9.0
CC(c1ccon1)N(C)C(=O)c1ccc(OC2CCN(C(=O)C3CC3)CC2)cc1 (stereo not drawn) | -10.9% | 1.9
NC(=O)c1oc2ccccc2c1NC(=O)C1CC(=O)N(c2ccccc2)C1 (stereo not drawn) | ? | .
Cc1ccc2cc(CN(C)S(C)(=O)=O)c(=O)[nH]c2c1 | 1.4% | -0.1
S=C(Nc1ccccc1)N1CCCCC1 | -9.6% | -20.3
CCCC(=O)N(c1ccc(C(=O)O)cc1)c1nc(-c2ccccc2)c(C)s1 | 0.3% | 15.4
CN1CCN(NC(=S)NC(C)(C)CC(C)(C)C)CC1 | -23.2% | .
COc1cc(C(=O)Nc2cc(Cl)ccc2-n2cncn2)ccc1OC(F)F | ? | .
CCC(=O)N1CCN(c2ccccc2NC(=O)c2ccc(-c3cccc([N+](=O)[O-])c3)o2)CC1 | 18.4% | 8.5
N#Cc1cnc(SCC(=O)c2ccccc2)nc1N | i | .
O=C(NCc1ccccc1)c1cccc(COc2ccc(Cl)cc2)c1 | ? | .
C[C@H]1CCC(=O)N([C@H](CN=[N+]=[N-])Cc2ccccc2)CC1 | ? | .
CCOc1ccccc1NC(=O)C(OC(=O)c1ccc(NC(=O)CC#N)cc1)c1ccccc1 (stereo not drawn) | ? | .
CC(OC(=O)c1ccc(O)cc1)C(=O)Nc1nc(-c2ccccc2)cs1 (stereo not drawn) | ? | .
OCCN(CCO)c1ncnc2c1sc1nc(N3CCOCC3)c3c(c12)CCCC3 | ? | .
O=C(COC(=O)c1cc(=O)c2ccccc2o1)Nc1cc(Cl)ccc1Cl | ? | .
CN1CCc2nc3ccccc3c(C(=O)OCC(=O)N(CCC#N)c3ccccc3)c2C1 | ? | .
COc1ccc(C(=O)Nc2nnc(C(F)(F)F)s2)cc1 | 0.2% | -3.8
O=C(Nc1ccc(F)cc1)C1CC(=O)n2cnnc2N1 (stereo not drawn) | ? | .
CCCC(=O)N1CCC(O)(c2cccc(F)c2)CC1 | -8.5% | 1.2
COc1ccc(NC(=O)c2cccc(S(=O)(=O)N3CCc4ccccc43)c2)cn1 | i | .
CN(C(=O)Nc1ccccc1)C1CCS(=O)(=O)C1 (stereo not drawn) | 3.8% | 13.6
O=[N+]([O-])c1cc(Cl)cc(/C=N/NC(=S)Nc2cc(S(=O)(=O)N3CCOCC3)ccc2Cl)c1O | ? | .
O/N=C/c1ccnc(SCc2ccccc2)n1 | -2.3% | -17.5
CCCOc1ccc2cc(C(=O)NCc3ccccc3)c(=O)oc2c1 | ? | .
c1ccc2c(c1)N1CCN=C1N2CCN1CCCCC1 | ? | .
COc1ccc(N(C(=O)/C=C/c2ccccc2)C2=CC3CCC(C2)N3C)cc1 (stereo not drawn) | 9.6% | 15.5
COCCn1c(CN2CCN(c3ccc(F)cc3)CC2)nc2c1c(=O)n(C)c(=O)n2C | ? | .
COc1ccc(N=Cc2nc(-c3ccccc3)oc2OC(C)=O)cc1 | -4.6% | 18.0
C#CCOCCOCCOCCNc1nc(N2CCN(C(=O)[C@H](CCCCN)n3cc([C@@H](N)CO)nn3)CC2)nc(N2CCN(C(=O)[C@H](Cc3cc4ccccc4[nH]3)n3cc([C@@H](N)CO)nn3)CC2)n1 | ? | .
C(=C\c1ccccc1)/C=N/Nc1ccc2nncn2n1 | 4.4% | 16.5
C=CCc1ccc(OCCOc2ccc(/C=N/n3cnnc3)cc2OCC)c(OC)c1 | ? | .
COc1cccc(/C=N/NC(=O)CCc2c(C)n[nH]c2C)c1O | 14.5% | -11.4
CCCCc1nnc(SCC(=O)NC2CCCCC2)n1C | ? | .
Cc1ccc(NC(=O)c2ccc(NCCN)c([N+](=O)[O-])c2)cc1 | ? | .
CC1(C)CC(=O)C2=C(C1)c1c(ccc3ccccc13)NC2c1ccco1 (stereo not drawn) | ? | .
CN(c1ccc(C(=O)Nc2ccccc2C(F)(F)F)cc1)S(C)(=O)=O | -28.7% | -10.9
Clc1cccc(-c2ccnc3nc(-n4cccc4)nn23)c1 | ? | .
CCc1ccccc1Nc1nc(N)nc(COC(=O)CCS(=O)(=O)c2ccccc2)n1 | 28.2% | .
COc1ccc(Cn2cccc(NC(=O)Nc3cccc(C#N)c3)c2=O)cc1 | ? | .
COc1ccc(NC(=O)c2c(NC(=O)CNCc3ccco3)sc3c2CCC3)c(OC)c1 | ? | .
Cc1ccccc1-n1c(=O)n(Cc2ccco2)c(=O)c2[nH]cnc21 | i | 4.2
O=C(CCN1CCCCO1)N1CCCC(N2CCN(c3ccc(F)cc3)CC2)C1 (stereo not drawn) | ? | .
CCN(Cc1ccccc1)S(=O)(=O)c1ccc(C(=O)Nc2nnc(-c3ccccc3OC)o2)cc1 | ? | .
CC(=O)c1ccc2c(c1)OCCOCCOc1ccccc1OCCOCCO2 | 2.4% | 0.6

(next part)
mol | S3 lipid droplet | S3 lipid droplet cell count max
COc1ccc(CCNC(=O)c2ccc(NS(=O)(=O)c3c(C)noc3C)cc2)cc1OC | 17.6% | -5.3
O=C(NCC(=O)N(Cc1ccccc1)C(C(=O)NC1CCCC1)c1ccco1)c1ccco1 (stereo not drawn) | i | 13.5
COCc1cc(C)n(CC(=O)NC(C)c2ccccc2)c(=O)c1C#N (stereo not drawn) | 9.5% | 4.5
CCOC(=O)C(C(=O)Nc1ccccn1)C1CCCCC1 (stereo not drawn) | i | .
Cc1ccccc1S(=O)(=O)N1CCN(C)CC1 | ? | .
CC12CCC(c3n[nH]c(=S)nc31)C2(C)C (stereo not drawn) | -2.4% | 19.3
COc1ccccc1N1CC(C(=O)Nc2nnc(SCC(=O)NCC3CCCO3)s2)CC1=O (stereo not drawn) | i | -0.3
CS(=O)(=O)N1CCN(c2cnn(-c3ccccc3)c(=O)c2Cl)CC1 | ? | .
O=C(O)CCCn1nc(C(F)(F)F)c2c1CCCCC2 | 0.0% | -0.6
O=C(NCCCN1CCCC1=O)Nc1ccc([N+](=O)[O-])cc1 | ? | .
CC(=O)NC(Cc1ccccc1F)C(=O)NC1CCN(C(=O)c2cnccn2)CC1 (stereo not drawn) | ? | .
CCC(C)c1ccc(-n2c(=O)c3ccccc3n3c(=S)[nH]nc23)cc1 (stereo not drawn) | ? | .
CCCN1CCN(C(=O)c2cc(COc3ccc(F)c(F)c3)on2)CC1 | ? | .
Cc1c(Cl)c(C(F)(F)F)nn1CC(=O)NN | ? | .
Cc1ccc(N(C)C(=O)C2CCCN2S(=O)(=O)c2ccc3c(c2)n(C)c(=O)c(=O)n3C)cc1 (stereo not drawn) | ? | .
O=C(/C=C/c1cccc([N+](=O)[O-])c1)Nc1ccc(Cl)cn1 | ? | .
CCOC(=O)N1CCN(Cc2ccc(F)cc2F)CC1 | i | -12.0
Cc1ccc(Nc2cc(C)nc3c(C)cccc23)cc1 | ? | .
O=C(C1CCCO1)N1CCN(C(=S)Nc2ccc(F)c(Cl)c2)CC1 (stereo not drawn) | ? | .
COCc1nnc(NC(=O)c2ccc3c(c2)OCO3)s1 | ? | .
COc1ccc(Cn2c(-c3ccccc3)nc3c(c(=O)c4ccccc4n3C)c2=O)cc1 | 5.8% | 13.7
c1ccc2c(c1)NCC1CCCN21 (stereo not drawn) | ? | .
CCOC(=O)Cc1csc(Nc2c(C)n(C)n(-c3ccccc3)c2=O)n1 | ? | .
CCOC(=O)N1CCN(c2nc3c(c(=O)[nH]c(=O)n3C)n2Cc2ccccc2Cl)CC1 | 9.6% | 8.8

An excerpt from above in order of molecular weight, low to high.
mol | S3 lipid droplet | S3 lipid droplet cell count max
c1ccc2c(c1)NCC1CCCN21 (stereo not drawn) | ? | .
COCc1nnc(NC(=O)c2ccc3c(c2)OCO3)s1 | ? | .
Cc1ccc(N(C)C(=O)C2CCCN2S(=O)(=O)c2ccc3c(c2)n(C)c(=O)c(=O)n3C)cc1 (stereo not drawn) | ? | .

Next part:
mol | S3 lipid droplet | S3 lipid droplet cell count max
O=C1c2ccccc2C(=O)N1CCCC(=O)N1CCc2ccccc21 | ? | .
COc1cccc(CNC(=O)CCNC(=O)c2ccco2)c1 | ? | .
CC(=O)Nc1ccc(S(=O)(=O)NNC(=O)c2cccc(Br)c2)cc1 | 10.7% | 11.1
O=C(Cn1c2[n+](c3ccc(C(F)(F)F)cc31)CCCCC2)c1ccc2c(c1)OCCO2 | ? | .
Cc1oc(-c2ccccc2Cl)nc1CSCC(=O)O | ? | .
O=C(COC(=O)CNC(=O)c1ccc(Cl)cc1)NC1CCCCCC1 | ? | .
Cn1c(N)c(C(=O)CSc2ccc3c(c2)OCCO3)c(=O)n(C)c1=O | -4.5% | -22.8
COc1ccccc1NC(=O)CN1CCN(CC(=O)Nc2ccc(OCc3ccccc3)cc2)CC1 | 22.4% | -17.6
COc1ccc(/C=C/C(=O)NC(=S)Nc2cc3oc4ccccc4c3cc2OC)cc1 | ? | .
CC(C)Cc1ccc(-c2cc(=O)[nH][nH]2)cc1 | -24.2% | .
Nc1ccc(-c2cnc[nH]2)cc1[N+](=O)[O-] | ? | .
COc1ccc(N(CC(=O)NC2CCCCC2)C(=O)CNC(=O)c2ccco2)cc1 | -22.1% | -12.2
Cc1cc(-c2ccc(N3C(=O)CCC3=O)c(C)c2)ccc1N1C(=O)CCC1=O | ? | .
COc1ccc(Cl)cc1NC(=O)CNc1ccccc1CN(C)C1CCCCC1 | -9.2% | 18.7
C=CCN(C(=O)c1cccc(N2C(=O)C3CC=CC(C)C3C2=O)c1)c1ccccc1 (stereo not drawn) | 1.5% | 2.4
Cc1cc(/C=C(\C#N)C(=O)N2CCCCC2)cc(C)c1O | ? | .
COc1cc(C(=O)Nc2cccnc2)cc(OC)c1OC | ? | .
Cn1ncc(C#N)c1NC(=O)C1CC(c2ccc(Cl)c(Cl)c2)=NO1 (stereo not drawn) | ? | .
COc1cc(NC(=O)CN2C(=O)C(C)N(c3ccc(C)cc3)C2=O)cc(OC)c1 (stereo not drawn) | ? | .
CN=c1scc(-c2ccccc2F)n1/N=C/c1ccc[nH]1 | ? | .
COCCN1C(=O)c2oc3ccccc3c(=O)c2C1c1ccc(OC)c(OC)c1 (stereo not drawn) | 15.3% | 12.0
O=S(=O)(Cc1noc(-c2ccc(Cl)cc2)n1)Cc1ccco1 | ? | .
O=C(COC(=O)/C=C/c1ccc(Br)o1)NCCCN1CCCC1=O | ? | .
Cc1ccc(CSCC(=O)N(C)CC(=O)Nc2ccccc2C(F)(F)F)cc1 | -15.2% | 4.2
O=C(CN(CCO)c1ccccc1)Nc1cccc(S(=O)(=O)N2CCCC2)c1 | i | 18.5
OC(COc1ccc2ccccc2c1)CN1CCCC1 (stereo not drawn) | -12.4% | -5.5
C=CCCC(=O)Nc1nc(C)c(-c2csc(Nc3ccc(Cl)cc3Cl)n2)s1 | ? | .
S=c1[nH]nc(-c2ccncc2)n1/N=C/c1cn(-c2ccccc2)nc1-c1ccc(Cl)cc1 | -16.1% | 8.5
Cc1nc(N)sc1Cc1ccc2c(c1)OCO2 | ? | .
CC(C)NC(=S)NC(=O)c1ccc(Cl)cc1Cl | ? | .
O=C(CO/N=C/c1c(Cl)cccc1Cl)NNC(=O)c1ccc(Cl)cc1 | ? | .
Cc1cc(NC(=O)C(C)(C)C)no1 | ? | .
O=C(c1ccc(Br)o1)N1CCN(c2ccccc2F)CC1 | i | .
CN1C(=O)CSc2ccc(NC(=O)N3CCN(c4ccccc4)CC3)cc21 | -8.0% | -20.3
CC(=O)N[C@H]1[C@H](Oc2ccc3c(c2)CCC2C3CC[C@]3(C)C(=O)CCC23)O[C@H](CO)[C@@H](O)[C@@H]1O (stereo partly drawn) | i | -3.5

Assay outcomes as filed in PubChem BioAssay.
